Screening results as filed in PubChem.
S100A4 inh HTS = inhibitors of human S100A4 binding to myosin IIA peptide. inhibition, % at 10.7 µM. S100A4/TAMRA-MyoIIA peptide fluorescence polarization. actives 0.14% (n = 360,000). AID 652163;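 active means mean inhibition of at least 70% across replicates, with every replicate also reaching that level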
Target sequence (P26447 whole entry, looked up): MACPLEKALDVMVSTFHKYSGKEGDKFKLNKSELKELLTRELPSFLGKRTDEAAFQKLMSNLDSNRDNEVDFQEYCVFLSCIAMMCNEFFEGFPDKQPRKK
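Test system: S100A4 monomer protein. Medium: HEPES buffer with Ca2+, pH 7.2. Reagent: fluorescent myosin IIA peptide, 5 nM. Compound dosing: single-point compound testing. Timing: 5 min between mix addition and reading. Benchmarks: DMSO neutral and TFP positive wells.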
PGC1a acetyl inh = modulators of PGC1a acetylation. U2OS PGC1a acetylation, AlphaScreen anti-acetyl-lysine; with virally co-expressed GCN5 acetyltransferase. inhibition, % at 15.6 µM. actives 0.17% (n = 350,000). AID 651687;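 active means every replicate shows inhibition of at least 40%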;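 further: 0% = neutral control wells and 100% = positive control wells; some results beyond the cut were filed as inactive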
Statin myotox sup = suppression of simvastatin myotoxicity. C2C12 myotubes + simvastatin, ATP luminescence, 48 h; scaled: DMSO 0, geranylgeraniol control 100. rescue of ATP level, % at 7.49 µM. actives 0.78% (n = 330,000). AID 602340;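 active means mean ATP rescue above about 67%, or every replicate alone reaching that limit, limit read from the data, passing the limit was not always enough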;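 further: myotubes were challenged with 10 µM simvastatin during compound exposure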
ERAP1 inh = blocks human ERAP1 aminopeptidase activity; Q9NZ08; recombinant ERAP1, Leu-AMC fluorescence, 60 min; inhibition, % at 10.7 µM; actives 0.15% (n = 340,000); AID 652197;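 active means mean replicate inhibition of at least 30%, or all replicates individually reaching that 30% level; inactive means mean below 30% and not every replicate reaching it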;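 further: 0% = neutral control wells and 100% = L-leucinethiol positive control wells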
Cneo AK release = causes C. neoformans cell lysis | adenylate kinase release luminescence, 4 h; normalised: neutral wells 0, clomiphene wells 100 | lysis activity, % at 15 µM | actives 0.2% (n = 360,000);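 active means mean lysis activity across replicates of at least 80%, whatever share of replicates individually reach that level; inactive means mean lysis activity below 80%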
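read-out = cell lysis signal | test system = log-phase Cryptococcus neoformans yeast cells | input = cells at 5 × 10^6 per mL | medium = fresh YPD growth medium | signal = luminescent adenylate kinase detection reagent | timing = 4 h at 37 °C static, read 1 h later | dosing = single dose | controls = Clomiphene as positive lysis control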
LGR2 inh = inhibitors of bursicon-induced Drosophila LGR2 receptor cAMP signaling; HEK293 LGR2, CRE-luciferase, bursicon-stimulated, 4 h; inhibition, % at 9.99 µM; actives 0.35% (n = 380,000); AID 720647;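 active means drop in luminescence signal, shown as inhibition above about 50% in the replicate tests, limit read from the data, passing the limit was not always enough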;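 further: agonist challenge used bursicon conditioned medium at about half maximal strength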
Xi reactivation = activators of X-chromosome reactivation in mouse fibroblasts. activation, % at 7.58 µM. AID 743238. actives 0.055% (n = 360,000). XiGFP mouse fibroblasts, % GFP-positive cells imaging, 3 d; cells co-treated with 5-aza-dC sensitizer; scaled so ellipticine positive control = 100%;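 active means mean normalized replicate activation at least 10% and every replicate at or above 10%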;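 further: 0% = median of on-plate neutral control wells and 100% = ellipticine 6 µM median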
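Material: SV40-immortalized XiGFP fibroblast cells, line 68-5-11 | Buffer or medium: DMEM containing 5-aza-dC | Dosing: One concentration, pinned | Times: 3 d treatment, 15 min room-temperature fixation | Controls: Ellipticine 6 µM positive control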
SIRT5 inh = inhibitors of human sirtuin-5 desuccinylase. actives 1.1% (n = 330,000). inhibition, % at 15 µM. Q9NXA8. Purified SirT5, succinyl-peptide AMC, trypsin-coupled fluorescence; in the data active means inhibition above about 15%
Target sequence (Q9NXA8 whole entry, looked up): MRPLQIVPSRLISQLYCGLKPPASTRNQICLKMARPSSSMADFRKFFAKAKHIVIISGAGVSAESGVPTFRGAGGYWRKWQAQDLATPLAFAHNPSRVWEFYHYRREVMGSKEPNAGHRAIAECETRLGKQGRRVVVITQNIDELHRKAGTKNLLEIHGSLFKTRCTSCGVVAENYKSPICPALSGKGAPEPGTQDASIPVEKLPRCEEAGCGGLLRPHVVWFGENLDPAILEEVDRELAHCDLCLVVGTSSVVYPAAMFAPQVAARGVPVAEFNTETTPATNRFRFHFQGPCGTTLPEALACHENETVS
* marks the source's active call; other numbers are inactive results; . = not tested or not shown; & = joins results of further samples. A portion of the library; count on the stated rates, not on these rows.

The first 5 entries, ahead of the listing:
SMILES	S100A4 inh HTS	PGC1a acetyl inh	Statin myotox sup	ERAP1 inh	Cneo AK release	LGR2 inh	Xi reactivation	SIRT5 inh
Cc1ccc(S(=O)(=O)N(C)C[C@@H]2Oc3ncccc3C(=O)N([C@H](C)CO)C[C@@H]2C)cc1	2	11	-8	0	-2	-6	0.0	-6
Cc1cc(C)c2nc(N3CCCC(C(=O)NC4CCCC4)C3)sc2c1 (centres undefined)	-5	-1	12	-2	-1	-10	0.4	-5
CNC(=S)N(Cc1ccc(OC)cc1)Cc1cc2cccc(C)c2[nH]c1=O	-3	5	.	-3	.	2	0.0	0
COc1cc(C(C2C(=O)CC(C)(C)CC2=O)C2C(=O)CC(C)(C)CC2=O)ccc1OC(C)=O	3	4	.	.	.	20	0.0	4
COc1ccc(OC)c(C(=O)NC(CC(N)=O)c2ccc(NCCOc3ccccc3)c([N+](=O)[O-])c2)c1 (centres undefined)	-5	0	-12	-1	-1	-27	0.6	-1

All compounds of this part, repeating the preview:
SMILES	S100A4 inh HTS	PGC1a acetyl inh	Statin myotox sup	ERAP1 inh	Cneo AK release	LGR2 inh	Xi reactivation	SIRT5 inh
Cc1ccc(S(=O)(=O)N(C)C[C@@H]2Oc3ncccc3C(=O)N([C@H](C)CO)C[C@@H]2C)cc1	2	11	-8	0	-2	-6	0.0	-6
Cc1cc(C)c2nc(N3CCCC(C(=O)NC4CCCC4)C3)sc2c1 (centres undefined)	-5	-1	12	-2	-1	-10	0.4	-5
CNC(=S)N(Cc1ccc(OC)cc1)Cc1cc2cccc(C)c2[nH]c1=O	-3	5	.	-3	.	2	0.0	0
COc1cc(C(C2C(=O)CC(C)(C)CC2=O)C2C(=O)CC(C)(C)CC2=O)ccc1OC(C)=O	3	4	.	.	.	20	0.0	4
COc1ccc(OC)c(C(=O)NC(CC(N)=O)c2ccc(NCCOc3ccccc3)c([N+](=O)[O-])c2)c1 (centres undefined)	-5	0	-12	-1	-1	-27	0.6	-1
CCOc1ccc(NC(=O)N(CCN(C)C)C(C)c2ccncc2)cc1 (centres undefined)	3	-2	-3	4	-1	8	0.0	11
CC(C)NC(=O)Nc1cccc2c1O[C@@H](CN(C)C(=O)Nc1ccc(F)cc1)[C@H](C)CN([C@H](C)CO)C2=O	-1	3	-4	-1	-3	-23	-0.7	-3
C[C@@H]1CCCCO[C@H](CN(C)Cc2ccc3c(c2)OCO3)[C@@H](C)CN([C@H](C)CO)C(=O)c2cc(NC(=O)Cc3ccccc3)ccc2O1	.	-4	.	.	-2	-5	0.0	.
Cc1ccc(NC(=O)CC(=O)c2ccccc2)cc1C	-19	.	-5	-3	-2	-49	0.1	-4
COc1cccc(NC(=O)N(C)C[C@H]2OCc3cnnn3CCCC(=O)N([C@H](C)CO)C[C@@H]2C)c1	-2&9	6&-3	3&-17	-9&1	-4	9&-18	-0.1&-0.4	-1
C#C[C@]1(O)CC[C@H]2[C@@H]3CCc4cc(O)ccc4[C@H]3CC[C@@]21C	-8	0	-4	-1	4	-3	0.3	-1
O=c1cc(N2CCOCC2)c2ccccc2o1	.	0	39	.	2	-1	.	.
CS/C(=N\S(=O)(=O)c1cccs1)Nc1ccc(Cl)cc1	6	.	.	-1	.	3	-0.1	-3
COC(=O)C1C2CCCCC1C(=O)O2 (centres undefined)	-5	.	-2	1	.	-8	0.1	0
C[C@H]1CN([C@@H](C)CO)C(=O)Cc2cc(NC(=O)CCN3CCOCC3)ccc2O[C@@H]1CN(C)Cc1ccc(Cl)c(Cl)c1	3	-3	7	3	1	-3	0.0	1
COc1ccc(NC(=O)NNC(=O)COc2ccc([N+](=O)[O-])c(C)c2)cc1OC	-2	-3	5	4	3	5	-0.1	-3
COc1ccc(CN(C)C[C@H]2Oc3ccc(NC(=O)NC4CCCCC4)cc3C(=O)N([C@@H](C)CO)C[C@@H]2C)cc1	-16	-4	2	1	7	-7	-0.7	-5
Oc1c(C=C2N=c3ccccc3=N2)sc(=S)n1C1CCCCC1	-16	5&6	3	-2	-4&-8	-2&0	0.2&0.1	-10
Cc1cccc(Nc2nc3c(s2)CCCC3)c1	.	6	.	.	0	-118	0.1	.
CCn1c(COc2ccccc2C)nc2ccccc21	.	6	8	.	11	-51	.	.

Compound profiles (already shown):
COc1cc(C(C2C(=O)CC(C)(C)CC2=O)C2C(=O)CC(C)(C)CC2=O)ccc1OC(C)=O across the screens: S100A4 inh HTS: 3; PGC1a acetyl inh: 4; Statin myotox sup: .; ERAP1 inh: .; Cneo AK release: .; LGR2 inh: 20; Xi reactivation: 0.0; SIRT5 inh: 4
COc1ccc(NC(=O)NNC(=O)COc2ccc([N+](=O)[O-])c(C)c2)cc1OC across the screens: S100A4 inh HTS: -2; PGC1a acetyl inh: -3; Statin myotox sup: 5; ERAP1 inh: 4; Cneo AK release: 3; LGR2 inh: 5; Xi reactivation: -0.1; SIRT5 inh: -3

New compounds follow
SMILES	S100A4 inh HTS	PGC1a acetyl inh	Statin myotox sup	ERAP1 inh	Cneo AK release	LGR2 inh	Xi reactivation	SIRT5 inh
COC(=O)c1cc2oc3ccccc3c2n1Cc1ccccn1	-1	.	7	1	5	-13	.	3
O=C(CSc1nnc(-c2ccccc2F)n1C1CC1)Nc1ccc2[nH]c(=O)[nH]c2c1	1	.	.	.	.	0	0.1	-5
N#C[C@H]1[C@H](c2ccc(-c3cccc(F)c3)cc2)[C@H](CO)N1C(=O)c1cccnc1	20	-1	12	0	2	-10	0.0	-5
Clc1ccc(CN2CCCCCCC2)cc1	2	3	0	-2	0	2	-0.3	-2
COc1ccc(N2CC(C(=O)Nc3ccc(S(=O)(=O)Nc4nccs4)cc3)CC2=O)c(OC)c1 (centres undefined)	-7	6	8	0	1	3	0.1	-10
O=C(CCCN=C1NS(=O)(=O)c2ccccc21)OCC(=O)c1ccc(F)cc1	-11	.	0	0	0	-24	0.0	-2
O=C(Nc1cc(F)ccc1F)N1CC(=O)N2[C@H](C1)[C@H](c1ccc(-c3cccc(F)c3)cc1)[C@@H]2CO	17	10	.	-1	.	-19	0.2	3
Cc1ccccc1OCC(=O)NNC(=O)c1ccoc1C	-2	-3	-3	5	3	3	0.0	1
CC(CC(=O)N(C)c1c(N)n(Cc2ccccc2)c(=O)[nH]c1=O)c1ccccc1 (centres undefined)	8	.	5	0	2	-4	-0.1	1
COc1ccc(OC)c(NC(=O)COC(=O)Cc2ccc(Br)cc2)c1	-1	-7	.	-3	.	-10	0.1	-3
O=C(CNC(=O)c1ccco1)NCC(=O)OCc1c(F)cccc1Cl	-5	-3	4	-1	2	15	0.5	-6
CCCNC(=O)c1cc(C2CCCCN2S(=O)(=O)c2cn(C)cn2)on1 (centres undefined)	3	-2	6	3	3	23	0.1	.
C[C@]12CCCC(=O)N1CCc1c2[nH]c2ccccc12	12	6	.	0	3	.	.	-2
CCCNC(=O)C1(CC2CC(c3ccccc3)=NO2)CCN(C(=O)c2ccccc2)CC1 (centres undefined)	0	6	12	0	0	.	0.4	2
O=C(C[C@@H]1C[C@H]2c3cc(NC(=O)NC4CCCCC4)ccc3O[C@H]2[C@H](CO)O1)NC1CCCC1	3	.	.	1	.	18	0.0	0
CC(C)COc1ccc(C(=O)N/N=C/c2ccoc2)cc1	1	-1	-6	-3	3	-21	0.2	-1
CCc1c(C)n([O-])c2c([n+]1=O)CCC2	.	-5	6	.	-3	22	.	.
COc1ccc(S(=O)(=O)CCC(=O)NCCc2ccc(Cl)cc2)cc1	3	-5	4	5	-2	.	.	-1
COc1ccc(OC)c(CN(CCN2CCOCC2)C(=O)Nc2ccccc2)c1	.	-13	-1	.	-2	-25	-0.2	.
CN(C(=O)c1ccc(NC(=O)Cc2ccc(NC(=O)C3CCCN(C(=O)C4CC4)C3)cc2)cc1)C1CC1 (centres undefined)	-4	10	9	4	3	1	-0.1	-1
Cc1cccc(OCC(=O)N/N=C/c2sc(=O)n(Cc3cccc(C(=O)O)c3)c2Cl)c1	4	-1	3	4	4	-2	-0.1	2
C[C@H](CO)N1C[C@H](C)[C@@H](CN(C)S(=O)(=O)c2ccc(F)cc2)Oc2ccc(NC(=O)Cc3cn(C)c4ccccc34)cc2C1=O	-1	2	23	-2	3&3	13&18	-0.1&0.1	1
COc1ccc(C2=NS(=O)(=O)N(C)C(C(=O)NCc3ccco3)=C2)cc1OC	-5	-8	0	8	0	13	-0.3	8
CC(=O)c1cnc2ncnn2c1C	.	9	.	.	-2	1	-0.1	.
CN(C)CC(=O)Nc1ccc2c(c1)[C@@H]1C[C@@H](CC(=O)NCc3ccccc3)O[C@@H](CO)[C@@H]1O2	3	3	-1	-1	1	4	-0.1	1
C[C@@H](NC(=O)[C@@H]1Cc2ccccc2CN1)C(=O)Nc1ccc2c(c1)OCCO2	4	10	1	-5	-2	-40	0.2	-2
CCOC(=O)Cc1c(Sc2ccccc2)c2ccccc2n1C	-15	.	.	-2	.	-1	0.0	0
CCC(=O)N1[C@H](CO)[C@@H](c2ccccc2)C12CN(CCC(F)(F)F)C2	3	-1	.	-1	.	9	0.0	15*
CCCNC(=O)CN1C(=O)COc2ccc(S(=O)(=O)N3CC(C)CC(C)C3)cc21 (centres undefined)	8	-2	14	0	8	5	0.2	-2
COc1ccc(S(=O)(=O)NCC(=O)N(CC(=O)NCc2ccccc2)Cc2ccco2)cc1	1	.	18	5	0	7	0.3	-8
CCOC(=O)N1C2C=CC(C2)N1C(=O)OCC	-2	-1	3	-10	-1	-8	0.0	-2
COc1ccc(S(=O)(=O)N(C)C[C@@H]2Oc3c(NS(=O)(=O)c4ccc(C)cc4)cccc3C(=O)N([C@@H](C)CO)C[C@H]2C)cc1	1	.	.	-4	.	11	-1.1	4
Cn1nc(OCC(N)=O)ccc1=O	.	-4	1	.	1	13	.	.
Cc1ccc(CN(C)C(=O)COC(=O)CSc2ccc(C(N)=O)cc2[N+](=O)[O-])cc1	-3	5	4	-8	-4	-1	-0.1	-4
FC(F)C(F)(F)Oc1cccc(Nc2nccn3c(-c4cccc5ccccc45)cnc23)c1	-2	-5	-24	-3	-1	-12	0.1	-2
O=C(Nc1cccc(Cl)c1N1CCOCC1)c1cccnc1Cl	1	7	.	.	-1	6	0.2	0
COc1ccc(NC(=O)Nc2ccc3c(c2)CC(=O)N([C@H](C)CO)C[C@@H](C)[C@@H](CN(C)S(=O)(=O)c2cn(C)cn2)O3)cc1	-11	6	-31	1	50	16	-1.0	2
C[C@H]1CN([C@@H](C)CO)C(=O)CCCn2cc(nn2)CO[C@H]1CN(C)Cc1ccc2c(c1)OCCO2	-19	9	1	-1	-26	-1	0.1	11

Results in S100A4 inh HTS, for four of the compounds above:
canonical_smiles | S100A4 inh HTS
CCCNC(=O)CN1C(=O)COc2ccc(S(=O)(=O)N3CC(C)CC(C)C3)cc21 (centres undefined) | 8
CCC(=O)N1[C@H](CO)[C@@H](c2ccccc2)C12CN(CCC(F)(F)F)C2 | 3
CCOC(=O)N1C2C=CC(C2)N1C(=O)OCC | -2
C[C@@H](NC(=O)[C@@H]1Cc2ccccc2CN1)C(=O)Nc1ccc2c(c1)OCCO2 | 4
